From PubChem
HCMV inh: blocks human cytomegalovirus replication; 410,000 compounds, 4.5% hits; AID 1259415; activity change, negative = inhibition, % at 57.5 µM; HFF cells, HCMV-luciferase reporter, 72 h; stronger effect = lower value; in the data active means activity change below about -60%; inconclusive means no clear call, values can overlap the other calls; inactive means above about -39%
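Two compound doses tested in HFFs infected with HCMV-luciferase, MOI 1 PFU/cell, 72 h at 37C. Lysate luminescence read with OneGlo; data normalized against buffer-only and 10uM Salinomycin inhibitor controls.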
AMA1 RON2 block: inhibitors of Plasmodium falciparum AMA1-RON2 interaction. AlphaScreen AMA1-biotinylated RON2 peptide binding. Potency, µM (highest dose often 58.2 µM), for inactives: at the highest dose activity change, negative = inhibition, actives largely listed as inhibitors. 360,000 compounds, 0.2% hits. AID 720542;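 further: potency means the concentration at half of the fitted maximal effect; 0% = vehicle wells and -100% = peptide control; nearly all actives have a fitted effect of over 45% in size; some results filed as inactive show a strong effect at the top dose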
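AMA1 (3D7) with his tag at 25 nM final met compounds first, then biotinylated RON2 peptide at 25 nM; detection used donor plus acceptor beads, 10 µg/mL apiece, read by AlphaScreen after 30 min at room temperature.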
AmpC detergent: blocks E. coli AmpC beta-lactamase in detergent assay; P00811; AmpC hydrolysis of nitrocefin, absorbance 480 nm, 0.01% Triton; Potency, µM (top dose mostly 114 µM), without a hit: at the highest dose activity change, negative = inhibition, most hits filed as inhibitors; 370,000 compounds, 0.041% hits;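 further: potency means the concentration at half of the fitted maximal effect; 0% = no-compound wells and -100% = no-enzyme wells; nearly all actives have a fitted effect of over 25% in size; some results filed as inactive show a strong effect at the top dose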
Target sequence (P00811 whole entry, looked up): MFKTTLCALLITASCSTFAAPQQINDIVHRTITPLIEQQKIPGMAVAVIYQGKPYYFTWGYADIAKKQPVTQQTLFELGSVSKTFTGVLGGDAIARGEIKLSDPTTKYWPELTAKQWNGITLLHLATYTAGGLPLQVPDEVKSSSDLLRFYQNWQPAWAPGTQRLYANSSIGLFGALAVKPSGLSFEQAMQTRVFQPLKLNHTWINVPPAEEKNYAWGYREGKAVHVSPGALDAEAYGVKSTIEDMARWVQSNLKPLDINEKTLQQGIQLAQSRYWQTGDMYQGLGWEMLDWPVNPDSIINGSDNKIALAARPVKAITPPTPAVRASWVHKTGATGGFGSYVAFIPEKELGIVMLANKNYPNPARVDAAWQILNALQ
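AmpC (5.3 nM in the dispensed reagent) in 20 mM phosphate pH 7.0 with 0.01% (detergent screen) or 0.0001% Triton X-100 was preincubated with compounds for 15 min at room temperature. Nitrocefin was then added from an 800 uM solution, and hydrolysis was followed at 480 nm.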
AmpC no deterg: AmpC beta-lactamase inhibition without detergent; P00811; AmpC nitrocefin hydrolysis, absorbance 480 nm, 0.0001% Triton; Potency, µM (top dose mostly 57.1 µM), without a hit: at the top dose activity change, negative = inhibition, usual class: inhibitors; 330,000 compounds, 0.52% hits; AID 485341;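 further: potency means the concentration at half of the fitted maximal effect; plate controls were no compound for no effect and no enzyme for full effect; nearly all actives have a fitted effect of over 20% in size; some results filed as inactive show a strong effect at the top dose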
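AmpC (5.3 nM in the dispensed reagent) in 20 mM phosphate pH 7.0 with 0.01% (detergent screen) or 0.0001% Triton X-100 was preincubated with compounds for 15 min at room temperature. Nitrocefin was then added from an 800 uM solution, and hydrolysis was followed at 480 nm.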
Sm TGR block: blocks Schistosoma mansoni thioredoxin glutathione reductase. purified TGR, DTNB reduction, TNB absorbance 405 nm. Potency, µM (doses to about 114 µM), for the others: top-dose activity change, negative = inhibition, actives largely listed as inhibitors. 360,000 compounds, 3% hits; further: potency means the concentration at half of the fitted maximal effect; nearly all actives have a fitted effect of over 60% in size
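TGR 20 nM + NADPH 100 uM (dispensed conc.), cpd preinc 15 min RT; start with NADPH (500 uM addition) then DTNB (15 mM addition). Kinetic TNB absorbance, 405 nm filter. Four-parameter Hill fit across titration.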
Giardia FBPA inh: blocks Giardia fructose-bisphosphate aldolase activity; A8B2U2; purified Giardia FBPA; Potency, µM (series often up to 59.6 µM), for inactives: at the top dose activity, negative = inhibition, hits mostly inhibitors; 290,000 compounds, 0.71% hits; further: potency means the concentration at half of the fitted maximal effect; nearly all actives have a fitted effect of over 55% in size
Target sequence (A8B2U2 whole entry, looked up): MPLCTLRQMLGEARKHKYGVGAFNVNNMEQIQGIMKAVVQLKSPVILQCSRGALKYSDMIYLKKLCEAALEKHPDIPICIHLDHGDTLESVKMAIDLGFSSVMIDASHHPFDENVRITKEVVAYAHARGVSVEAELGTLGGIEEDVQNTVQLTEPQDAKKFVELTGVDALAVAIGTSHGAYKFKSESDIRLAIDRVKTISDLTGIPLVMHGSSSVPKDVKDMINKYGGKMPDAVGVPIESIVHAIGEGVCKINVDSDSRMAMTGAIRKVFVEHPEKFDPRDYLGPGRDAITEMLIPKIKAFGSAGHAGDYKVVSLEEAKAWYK
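Giardia FBPA (40 nM reagent) was preincubated 10 min at RT with compound (up to 57.5 uM final), then substrate plus GAPDH/TPI/NAD/arsenate coupling system with diaphorase/resazurin was added; resorufin fluorescence (525/598 nm) was read after 20 min.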
* = called active by the depositor; u = inconclusive; x = no result given; & = joins results of further samples; [ ] = dose if it differs, or a comment. Unless noted, the call rests on the fitted dose curve; in most records, active means well fitted curve in the direction sought with a large enough effect; inconclusive means small, poorly fitted or top-dose-only effect, or another doubt; inactive means no such curve, though single readings can be large; an effect the other way counts as inactive or inconclusive. Unless noted, on the % scale 0 is the no-effect control and ±100 the full control effect.

Structure	HCMV inh	AMA1 RON2 block	AmpC detergent	AmpC no deterg	Sm TGR block	Giardia FBPA inh
COc1ccc(S(=O)(=O)Nc2ccc3c(c2)C(=O)N([C@H](C)CO)C[C@H](C)[C@@H](CN(C)S(=O)(=O)c2cccs2)O3)cc1	3	9%	x	183%[activator]	x	x
CC(C)N(C(=O)[C@H]1CC(CC(=O)NCCCn2ccnc2)C(=O)N2CCc3c([nH]c4ccccc34)[C@]12C)C(C)C (some centres undefined)	7	-2%	x	202%[activator]	x	x
CN(C)C(=O)NC(Nc1ccc(Cl)cc1Cl)C(Cl)(Cl)Cl (centres undefined)	-20	-2%	0%	-3%	-19%	0%
Cc1ccc(N2CC(=O)N(NC(=O)c3sc4nc(C)cc(C)c4c3N)CC2=O)cc1	27	28%	8%	20%	10%	-10%
C=CCn1c(Oc2ccccc2F)nc2c1c(=O)n(C)c(=O)n2C	u	49%[activator]	3%	38%	5%	-1%
Cn1c(N)c(C(=O)COC(=O)/C=C/c2ccccc2Cl)c(=O)n(C)c1=O	-3	10%	-5%	-15%	-4%	x
CC(=O)c1cccc(OCc2cc(C(=O)N(C)Cc3cnccn3)no2)c1	131	-2%	-3%	-2%	-4%	-7%
CCOC(=O)c1cc(-c2ccccc2)n(CC(=O)Nc2cc(OC)cc(OC)c2)c1C	-36	-5%	-10%	u	4%	-4%
CC(=O)c1cn(-c2ccc(Cl)cc2)c(=O)n(Cc2ccc(F)cc2)c1=O	-32	-19%	-4%	-3%	0%	0%
CCC(C)C1NC(=S)N(C2CCCCC2)C1=O (centres undefined)	-9	0%	0%	-27%	16%	5%
Cc1nc2c(S(=O)(=O)c3ccccc3)cnn2c(C)c1C	-2	-1%	u	-28%	u	4%
S=C(c1ccc(-c2ccccc2)o1)N1CCCCC1	191	u	-8%	-34%	x	u
O=C(NC1CCCCC1)c1ccc(COCC(F)(F)F)o1	-25	-13%	-7%	10%	-20%	x
O=C(Cn1ncn2nc(-c3cccs3)cc2c1=O)NCc1cccc(Br)c1	12	x	1%	x	-14%	x
COC(=O)CCCNc1ncccc1[N+](=O)[O-]	-22	21%	8%	-17%	0%	0%
Cc1ccsc1C(=O)NCCC(c1ccccc1)c1ccccc1	13	15%	-7%	-32%	-3%	-4%
CCSc1nnc(NC(=O)COc2cccc3ccccc23)s1	-8	1%	-8%	-13%	-2%	-1%
Cc1nccc2[nH]c(=O)c(C(=O)NCCCN(C)C3CCCCC3)cc12	x	x	0%	-20%	-5%	6%
COc1cccc(/C=N/NC(=O)C(=O)NCc2ccco2)c1OC	-16	6%[2.32 µM]	u	-19%	0%	-2%
Cc1cc(Cl)c(S(=O)(=O)N2CCN(c3cccc(C)c3C)CC2)cc1OCC(N)=O	19	8%	u	59%	3%	-1%
CC(CCn1cccn1)NC(=O)CCc1nnc(C2CCCCC2)o1 (centres undefined)	-17	10%	10%	-5%	8%	0%
O=C(COc1ccc(Br)cc1)N1CCN(S(=O)(=O)/C=C/c2ccccc2)CC1	30	-1%	u	18%	-2%	8%
COc1ccc(OC)c(CNC(=O)c2nn(C)c3c2CS(=O)(=O)c2ccccc2-3)c1	-29&-16	-16%	15%	-2%	-4%&2%	-4%
CC1CN(C(=O)c2ccc(OC3CCN(Cc4ccccn4)CC3)cc2)CCN1C (centres undefined)	38	28%	u	7%	-23%	-7%
CC(=O)c1c(C)nc(Nc2nc(C)c3cc(C)ccc3n2)nc1C	-3	0%	4%	-11%	0%	2%
CCOc1ccc(CN2CCN(C(=O)c3ccco3)CC2)cc1	2	u	3%	-10%	6%	-15%
CC(C)Sc1ncnc2c1oc1ccccc12	20	2%	-2%	-2%	5%	9%
O=C1CC(c2ccc(F)cc2)c2cc3c(cc2N1)CCC3 (centres undefined)	41	-8%	-7%	5%	-8%	-1%
CCCC(=O)Nc1ccccc1NC(=O)c1ccc(OC)cc1	-8	-1%	5%	-11%	x	4%
O=C(N/N=C/c1cc(Br)cc(Br)c1O)c1cccc(N2CCCC2=O)c1	-99*	u	2%	-20%	-14%	8%

Filtered by structure, the compounds so far containing an aryl thioether with sulfur outside any ring.
Structure	HCMV inh	AMA1 RON2 block	AmpC detergent	AmpC no deterg	Sm TGR block	Giardia FBPA inh
CCSc1nnc(NC(=O)COc2cccc3ccccc23)s1	-8	1%	-8%	-13%	-2%	-1%
CC(C)Sc1ncnc2c1oc1ccccc12	20	2%	-2%	-2%	5%	9%

Remaining list, next part
Structure	HCMV inh	AMA1 RON2 block	AmpC detergent	AmpC no deterg	Sm TGR block	Giardia FBPA inh
Cc1ccccc1NC(=O)N1CCN(C(=O)c2ccco2)CC1	0	-14%	6%	-3%	2%	4%
O=C(Nc1ccc(Cl)cc1Cl)c1cc2ccccc2o1	93	-12%	u	-12%	0%	-6%
OCCC1CN(Cc2cnc(-c3ccccc3)s2)CCN1C1CCCCC1 (centres undefined)	u	0%	7%	9%	6%	3%
Cc1ccc(C(=O)N/C(=C\c2ccc(-c3cccc([N+](=O)[O-])c3)o2)C(=O)NC(C)(C)C)cc1	u	-10%	6%	-38%	2%	0%
CCN(C(=O)c1ccc(NC(=O)Cc2ccccc2)cc1)c1ccccc1	-67*	12%	-5%	-18%	-1%	x
O=C(NNC(=S)NCc1ccccc1)c1cccc([N+](=O)[O-])c1	100	79%[activator]	-5%	-23%	-3%	8%
O=C(CNS(=O)(=O)c1ccccc1)NCC(=O)N1CCCCC1	2	1%	3%	-10%	-10%	11%
CCc1cc(SC#N)cc(C)c1NC(=O)CCl	-96*	-8%	11%	9%	10µM*	-14%
FC(F)(F)Oc1ccc(Nc2nc3ccccc3o2)cc1	69	11%	-21%	-25%	2%	-8%
O=[N+]([O-])c1ccccc1CNCCCCCO	-11	2%	-6%	-13%	50µM*	x
CCC(=O)NCCc1cc2cc(C)c(C)cc2[nH]c1=O	23	4%	1%	-4%	0%	-1%
CCOc1ccccc1OCCCCN1CCCC1	52	-6%	-3%	-3%	-4%	-23%
Cc1onc(-c2c(F)cccc2Cl)c1C(=O)c1ccccc1	10	0%	-2%	-26%	17%	-4%
O=C(c1cc(Cl)ccc1O)N1CCN(S(=O)(=O)c2cccs2)CC1	-4	5%	u	1%	-3%	x
COc1cccc(/C=C/C(=O)c2ccc(C)c([N+](=O)[O-])c2)c1	-28	-5%	2%	-24%	-1%	-10%

(list continues)
SMILES | HCMV inh | AMA1 RON2 block | AmpC detergent | AmpC no deterg | Sm TGR block | Giardia FBPA inh
CC(OC(=O)c1cccnc1SCc1cc(=O)n2ccccc2n1)c1ccccn1 (centres undefined) | 104 | 0% | u | 70%[activator] | 3% | 4%
CCn1c(=O)c(=O)n(CC)c2cc(S(=O)(=O)Nc3cc(C)ccc3C)ccc21 | -32 | -2% | -4% | -7% | -8% | 17%
O=C1C(=O)N(CC(=O)N2CCCC2)c2ccccc21 | 2 | -8% | -15% | -15% | 13% | -8%
Cc1ccc(-c2sc(C)nc2CC(=O)O)cc1 | -5 | -1% | -1% | -2% | 53%[activator] | 10%
CC1CN(C(=O)COC(=O)Cc2ccc(Cl)cc2)CC(C)O1 (centres undefined) | -22 | 10% | -3% | 13% | -22% | x
COC(=O)c1cc(-c2c(C)oc3cc(OC(C)C)ccc3c2=O)c(C)o1 | -19 | 10% | -5% | 41% | 0% | 1%
O=C(CN(C(=O)CCC(=O)Nc1nccs1)c1ccccc1F)NCCc1ccccc1 | 14 | 5% | -3% | -12% | -6% | 4%
CCOc1ccccc1NS(=O)(=O)c1cn(C)nc1C | -21 | 10% | -1% | -1%[2.29 µM] | 1% | -4%
NC(=O)CC(NC(=O)c1ccccc1)c1ccc(NCc2ccc(F)c(F)c2)c([N+](=O)[O-])c1 (centres undefined) | -22 | -9% | u | -12% | -1% | 0%
Cc1ccc(NC(=O)C2C3C=CC4(CN(Cc5cccnc5)C(=O)C24)O3)cc1F (centres undefined) | 27 | 14% | -14% | -20% | u | 5%
O=C(NCCc1ccccc1C(F)(F)F)C1CCC(=O)N(CCCN2CCCC2=O)C1 (centres undefined) | 28 | -1% | 1% | -3% | 0% | -3%
Cc1ccc(N2CCN(CCc3ccccc3)CC2)cc1 | u | -12% | 1% | 3% | 7% | 10%
C[C@H]1CN([C@@H](C)CO)C(=O)Cc2cc(NS(=O)(=O)c3ccc(Cl)cc3)ccc2O[C@@H]1CN(C)C(=O)Nc1cccc2ccccc12 | -3 | -1% | x | 228%[activator] | x | x
COc1ccc(-c2nc(CCNC(=O)Cc3ccc(F)cc3)cs2)cc1 | 45 | x | 0% | x | -3% | x
Cc1cc(S(=O)(=O)ON2C(=O)c3ccccc3C2=O)ccc1F | 3 | 7% | 45µM* | -25% | 0.79µM* | -4%
CCCN(CC(=O)Nc1ccccc1C)CC(=O)Nc1ccc(Br)cc1F | 7 | 0% | 4% | 38% | u | 9%
CCN(CC(=O)N1CCOCC1)S(=O)(=O)c1ccc2ccccc2c1 | 19 | 1% | -15% | 25% | 7% | 5%
COc1ccc(C)cc1S(=O)(=O)Nc1cc2c3c(c1)CC(=O)N3CCC2 | -11 | -7% | -12% | -11% | -3% | x
CCOc1ccc(N2C(=O)Nc3ccc(Br)cc3C2(O)C(=O)NC(C)C)cc1 (centres undefined) | u | -3% | 10% | -11% | 11% | 13%

6 compounds already listed, sorted by number of heavy atoms, largest number first:
SMILES | HCMV inh | AMA1 RON2 block | AmpC detergent | AmpC no deterg | Sm TGR block | Giardia FBPA inh
O=C(NCCc1ccccc1C(F)(F)F)C1CCC(=O)N(CCCN2CCCC2=O)C1 (centres undefined) | 28 | -1% | 1% | -3% | 0% | -3%
CCCN(CC(=O)Nc1ccccc1C)CC(=O)Nc1ccc(Br)cc1F | 7 | 0% | 4% | 38% | u | 9%
COc1ccc(C)cc1S(=O)(=O)Nc1cc2c3c(c1)CC(=O)N3CCC2 | -11 | -7% | -12% | -11% | -3% | x
CCN(CC(=O)N1CCOCC1)S(=O)(=O)c1ccc2ccccc2c1 | 19 | 1% | -15% | 25% | 7% | 5%
Cc1cc(S(=O)(=O)ON2C(=O)c3ccccc3C2=O)ccc1F | 3 | 7% | 45µM* | -25% | 0.79µM* | -4%
Cc1ccc(N2CCN(CCc3ccccc3)CC2)cc1 | u | -12% | 1% | 3% | 7% | 10%
